Compound activity deposited in PubChem BioAssay by several laboratories.
Rv3671c protease – inhibits the M. tuberculosis serine protease Rv3671c. P9WHR9. inhibition, % at 5.96 µM. hit rate 0.048% among 320,000; in the data active means inhibition above about 38%;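 further: extracellular domain of Rv3671c used as enzyme; 0% = enzyme with DMSO and 100% = no enzyme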
Target sequence (P9WHR9 whole entry, looked up, the tested form may be a part): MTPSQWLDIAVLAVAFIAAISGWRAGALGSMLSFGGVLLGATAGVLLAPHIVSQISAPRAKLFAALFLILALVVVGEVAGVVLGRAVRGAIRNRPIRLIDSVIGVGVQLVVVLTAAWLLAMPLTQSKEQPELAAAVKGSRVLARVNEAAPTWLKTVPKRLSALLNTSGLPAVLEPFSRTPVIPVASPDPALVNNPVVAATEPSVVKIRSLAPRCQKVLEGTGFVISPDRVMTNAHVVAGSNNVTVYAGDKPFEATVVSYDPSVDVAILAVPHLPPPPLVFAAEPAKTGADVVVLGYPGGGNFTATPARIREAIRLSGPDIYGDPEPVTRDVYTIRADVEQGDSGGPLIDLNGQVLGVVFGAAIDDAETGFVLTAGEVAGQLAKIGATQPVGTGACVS
Mtb BioA inh – blocks M. tuberculosis BioA enzyme activity; purified M. tuberculosis BioA enzyme, plate reader; inhibition, % at 9.99 µM; hit rate 0.096% among 360,000; AID 602481; in the data active means inhibition above about 40%; inconclusive means no clear call, values can overlap the other calls
FBA Mtb inh – inhibitors of M. tuberculosis fructose-bisphosphate aldolase | P9WQA3 | purified M. tuberculosis FBA, fluorescence read-out | inhibition, % at 1 µM | hit rate 2.3% among 360,000 | AID 588726; in the data active means inhibition above about 27%;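 further: 0% = vehicle and 100% = reference inhibitor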
BoNT-F LC inh – inhibitors of Botulinum neurotoxin F light chain protease; Multiplex microsphere protease cleavage assay, flow cytometry; inhibition, % at 10 µM; hit rate 0.22% among 360,000; in the data active means inhibition above about 35%, passing the limit was not always enough; inconclusive means no clear call, values can overlap the other calls; further: plate controls were buffer without enzyme for full effect and enzyme alone for no effect
PrPC surface inh – cell surface PrPC inhibition, primary TR-FRET screen; P04156; TR-FRET read-out; inhibition, % at 13.8 µM; hit rate 0.43% among 370,000; AID 720596; in the data active means inhibition above about 24%; further: 0% = median of the test wells and 100% = reference compound wells
UGM FP inh – inhibitors of M. tuberculosis UDP-galactopyranose mutase. P9WIQ1. purified UGM, fluorescence polarization probe displacement. inhibition, % at 10 µM. hit rate 0.06% among 320,000; in the data active means inhibition above about 10%, passing the limit was not always enough; inconclusive means no clear call, values can overlap the other calls
Target sequence (P9WIQ1 whole entry, looked up): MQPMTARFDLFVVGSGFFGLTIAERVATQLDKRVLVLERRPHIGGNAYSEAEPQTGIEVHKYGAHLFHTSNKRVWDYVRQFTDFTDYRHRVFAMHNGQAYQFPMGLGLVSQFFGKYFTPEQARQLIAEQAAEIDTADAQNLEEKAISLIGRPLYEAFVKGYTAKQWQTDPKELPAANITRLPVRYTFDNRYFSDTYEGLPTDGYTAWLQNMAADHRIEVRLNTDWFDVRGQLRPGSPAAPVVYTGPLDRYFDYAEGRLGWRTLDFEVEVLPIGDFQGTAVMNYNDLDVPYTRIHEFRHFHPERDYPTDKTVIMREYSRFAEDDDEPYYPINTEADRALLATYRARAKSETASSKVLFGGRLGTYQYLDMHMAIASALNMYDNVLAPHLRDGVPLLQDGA
FadD28 binding – inhibitors of Mycobacterium tuberculosis FadD28 bisubstrate binding; FadD28 bisubstrate probe binding, fluorescence polarization; inhibition, % at 12.5 µM; hit rate 0.22% among 360,000; in the data active means inhibition above about 8.5%, passing the limit was not always enough; inconclusive means no clear call, values can overlap the other calls
MazEF act – MazEF (E. coli) toxin RNase activation; hit rate 0.32% among 350,000; FAM/BHQ RNA-DNA oligo cleavage fluorescence, 5 h; AID 504720; activation, % at 20 µM; P0AE70; in the data active means activation above about 50%
Target sequence (P0AE70 whole entry, looked up): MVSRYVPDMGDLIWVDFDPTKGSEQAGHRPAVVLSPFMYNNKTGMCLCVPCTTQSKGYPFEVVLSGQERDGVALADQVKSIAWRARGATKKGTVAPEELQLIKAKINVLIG
GDH-TPI inh – GDH-TPI coupled enzyme inhibition counter-screen; GDH-TPI coupled enzyme counterscreen, NADH absorbance; inhibition, % at 4.8 µM; hit rate 1.2% among 360,000; in the data active means inhibition above about 30%;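 further: 0% = DMSO wells and 100% = wells lacking the enzyme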
The depositor's hits bear a star; u = inconclusive; x = not tested or not shown; & = joins results of further samples.

SMILES	Rv3671c protease	Mtb BioA inh	FBA Mtb inh	BoNT-F LC inh	PrPC surface inh	UGM FP inh	FadD28 binding	MazEF act	GDH-TPI inh
COCCNC(=O)C1(C)CCCN(C(=O)CCc2ccccc2)C1 (stereo unspecified)	x	0.4	3	-4	-5	x	-1.2	x	4
CCOc1ccc(/C=N/NC(=O)CN2CCSCC2)cc1	-7	5.0	-5	14	2	1.7	-2.7	1	13
O=C(NCCCN1CCCC1=O)c1ccc2c(c1)ncn2C1CCCCC1	4	-1.0	5	3	-8	0.3	-2.6	14	19
CCn1c(C)cc(/C=C2/SC(=S)NC2=O)c1C	13	x	-3	0	3	-0.9	0.1	-4	-3
CCOc1ccc(OCC)c(S(=O)(=O)NCCOC23CC4CC(CC(C4)C2)C3)c1	3	x	-2	-11	9	1.1	-1.9	3	-3
Clc1cccc(Cl)c1COc1ccccc1CNn1cnnc1	1	x	-3	-3	1	1.4	-2.4	7	-6
CCOc1ccc(NC(=O)C(C)N2C(=O)c3ccccc3C2=O)cc1 (stereo unspecified)	-3	0.2	1	x	8	4.0	-1.7	7	9
Cc1cccc(/C=N\NC(=O)c2ccccc2-n2cccc2)c1	-3	2.5	1	2	0	5.6	-2.2	7	5
Cc1cc(C)c2cc(C#N)c(N3CCCC3)nc2c1	-5	-0.5	36*	12	-4	4.8	-2.3	-1	1
COc1ccc(NC(=O)O/N=C/c2ccccc2)cc1	-3	0.6	1	8	6	0.3	-0.7	-5	-3
O=C1NC(=O)N(c2ccccc2F)C(=O)/C1=C/c1cn(CC(=O)N2CCOCC2)c2ccccc12	-20	x	x	x	-3	-0.3	x	-112	x
CCCN1CCN(CCCNC(=O)C2CCCN(c3nnc(-n4cccc4)s3)C2)CC1 (stereo unspecified)	7	11	-1	-2	2	-0.9	-0.9	-2	-1
CCOC(=O)c1cn(Cc2ccccc2)nc1-c1ccccc1	9	x	0	-2	6	-2.1	-1.1	-7	1
CN(C(=O)COC(=O)c1cc(S(=O)(=O)N(C)C)ccc1Cl)C1CCS(=O)(=O)C1 (stereo unspecified)	-5	x	1	x	4	0.6	-1.1	4	8
O=c1c2ccccc2cnn1CCOc1cccc(Br)c1	-1	-1.3	0	5	6	-0.9	-2.9	-12	-10
COc1ccc(CN(CC(O)COc2cccc3[nH]cc(C)c23)C(C)(C)C)cc1 (stereo unspecified)	2	-0.4	0	u	-6	1.5	-1.1	5	0
COc1ccc(C2CC(c3ccc(OC)c(OC)c3)=NN2S(C)(=O)=O)cc1 (stereo unspecified)	0	-0.9	-1	0	7	-0.3	-3.8	3	4
CN(CCCC(=O)NCc1ccco1)S(=O)(=O)c1ccccc1	-6	x	-4	28	-3	1.3	0.1	14	0
COc1cccc(C(=O)Oc2cc(C)[nH]c(=O)c2[N+](=O)[O-])c1OC	0	0.2	0	2	-2	0.9	u	8	-1
CCOc1ccc(CN2CCNC(=O)C2CC(=O)NCCc2cnccn2)cc1 (stereo unspecified)	5	-0.3	4	-7	-5	2.0	-1.1	-4	2
Clc1ccc(N2COC3c4cccc5cccc(c45)C32)cc1 (stereo unspecified)	-3	-0.5	1	-2	-1	1.5	-3.5	-10	7
N#Cc1ccc(C2=NC(C(F)(F)F)(C(F)(F)F)c3c(n(Cc4ccco4)c(=O)[nH]c3=O)N2)cc1	-6	x	0	-1	16	0.9	-1.5	0	6
CN(C)Cc1c(C(=O)N/N=C/c2ccncc2)nnn1-c1nonc1N	-7	0.5	3	42*	4	3.1	0.5	-2	-5
CSc1ccc(/C=C2\C(=N)N3N=C(CC(=O)N4CCOCC4)SC3=NC2=O)cc1	5	-0.6	0	4	4	-0.6	-2.6	-1	18
C[C@@H]1CCCCO[C@H](CN(C)C(=O)Nc2ccccc2)[C@@H](C)CN([C@H](C)CO)C(=O)c2cc(NS(=O)(=O)c3cn(C)cn3)ccc2O1	x	-0.4&-0.5	-2	6	-3	x	-3.7	7	5

Whole records, looked up by structure. Order of values: Rv3671c protease | Mtb BioA inh | FBA Mtb inh | BoNT-F LC inh | PrPC surface inh | UGM FP inh | FadD28 binding | MazEF act | GDH-TPI inh
`CN(C(=O)COC(=O)c1cc(S(=O)(=O)N(C)C)ccc1Cl)C1CCS(=O)(=O)C1` (stereo unspecified) is entered as -5 | x | 1 | x | 4 | 0.6 | -1.1 | 4 | 8
`COc1ccc(NC(=O)O/N=C/c2ccccc2)cc1` is entered as -3 | 0.6 | 1 | 8 | 6 | 0.3 | -0.7 | -5 | -3

Following part:
SMILES	Rv3671c protease	Mtb BioA inh	FBA Mtb inh	BoNT-F LC inh	PrPC surface inh	UGM FP inh	FadD28 binding	MazEF act	GDH-TPI inh
Cc1cccc(-c2noc(-c3ccc(Cl)cc3[N+](=O)[O-])n2)c1	-9	x	-3	-2	6	-0.9	-1.7	3	13
CN(c1ccccc1C(=O)Nc1cccc(Br)c1)S(=O)(=O)c1ccccc1	-12	0.5	-1	-11	0	0.3	-1.4	1	11
COCCN=c1scc(-c2cc(OC)ccc2OC)n1/N=C/c1c[nH]c2ccccc12	14	-2.2	-5	-8	-6	-3.5	0.0	4	22
Cc1cc(Nc2ccc(C)c(C)c2)n2ncnc2n1	x	1.8	-1	-2	1	x	-1.7	-4	14
CCO[C@H]1OC(C(=O)N2CCN(Cc3ccc4c(c3)OCO4)CC2)=C[C@@H](C2CC2)[C@@H]1CCCO	10	1.4	3	8	4	-4.1	-1.9	10	0
COc1ccc(NCc2nnc(SCC(=O)Nc3cccc(C)c3)o2)cc1	-2	-0.8	-4	-6	1	-0.6	-4.9	-3	-8
O=C(Nc1cc(C(F)(F)F)ccc1N1CCOCC1)c1cccnc1Cl	3	2.6	0	-3	-7	-5.0	-6.1	3	8
Cc1ccc(-c2c[n+](CC(=O)Nc3ccccc3)c3n2CCC3)cc1	-8	1.1	2	u	-4	-0.8	-2.6	10	-7
CN(C)CCCN1c2ccc3ccccc3c2Sc2cccc(Cl)c21	x	x	7	-15	3	x	-7.6	10	4
CCNC(=O)C1(C)CCN(C(=O)c2cccc(OC(F)(F)F)c2)C1 (stereo unspecified)	x	-0.4	2	-1	-1	x	0.0	x	-4
COc1cccc(-c2c(C(=O)N/N=C(\C)COc3ccccc3)nnn2-c2nonc2N)c1	5	-0.6	-1	3	1	-0.6	-5.0	2	11
C[C@H](CO)N1C[C@H](C)[C@@H](CN(C)C(=O)Nc2ccccc2)Oc2c(NS(=O)(=O)c3ccc(F)cc3)cccc2C1=O	-1	-0.2&-1.7	5	1	-2	0.3	0.3	-1	12
Cc1cc(=O)[nH]c2ccc(Cc3ccccc3)cc12	x	x	1	-5	9	x	-0.5	4	13
CCOC(=O)c1c(C)[nH]c(C(=O)COC(=O)c2ccc(N3CCCC3=O)cc2)c1C	4	x	-4	0	6	3.2	0.8	-9	15
Cc1c(CCC(=O)O)c(=O)oc2cc(OCc3ccc(Br)cc3)ccc12	x	-2.6	47*	8	9	-0.7	0.4	1	14
COc1ccc(C2=NC(C)(C)Cc3cc(OC)c(OC)cc32)cc1	-8	x	2	u	-6	-4.4	-2.2	7	13
O=C(Nc1ccccc1C(F)(F)F)NC1CCCCC1	-7	-1.3	1	5	3	4.6	-0.4	4	12
CCOc1ccc(NC(=NCc2ccc3c(c2)OCO3)SC2CC(=O)N(c3ccc(C(=O)O)cc3)C2=O)cc1 (stereo unspecified)	-28	x	-1	-5	9	-1.2	-1.4	-3	7
COc1ccc(OC)c(NS(=O)(=O)c2ccc3c(c2)CCC(=O)N3)c1	1	-1.8	13	8	3	-0.2	-0.6	-3	15
COCC(=O)N(C)C[C@@H]1Oc2cc(-c3ccc(F)cc3)ccc2S(=O)(=O)N([C@H](C)CO)C[C@H]1C	x	0.9&2.3&1.3	0	5	3	x	-3.5	3	-9
COc1cc(C(C(=O)NCc2ccccc2)N(C(=O)c2snc(C(N)=O)c2N)C2CCCC2)cc(OC)c1OC (stereo unspecified)	3	-4.6	0	1	-8	-0.9	x	-5	5
CCc1ccc(Oc2ncnc(N)c2[N+](=O)[O-])cc1	-4	x	-1	-4	-4	-1.3	0.1	3	3
O=c1[nH]c(-c2ccccc2)c(-c2ccccc2)[nH]1	-1	-0.8	133*	24	0	-0.4	0.1	9	8
CCCCCCc1cc2cc(C(=O)Nc3cccc(OC)c3)c(=O)oc2cc1O	-6	-1.3	-1	-9	6	1.3	1.1	12	9
CCOC(=O)C1CCN(C(=O)Nc2ccc3nccnc3c2)CC1	1	1.3	37*	-9	-8	3.8	-4.3	8	19

Continued (2 carried over from the part before).
SMILES	Rv3671c protease	Mtb BioA inh	FBA Mtb inh	BoNT-F LC inh	PrPC surface inh	UGM FP inh	FadD28 binding	MazEF act	GDH-TPI inh
CCCCCCc1cc2cc(C(=O)Nc3cccc(OC)c3)c(=O)oc2cc1O	-6	-1.3	-1	-9	6	1.3	1.1	12	9
CCOC(=O)C1CCN(C(=O)Nc2ccc3nccnc3c2)CC1	1	1.3	37*	-9	-8	3.8	-4.3	8	19
O=C(Nc1ccc(Cl)cc1F)c1ccc2c(c1)C(=O)N(Cc1ccncc1)C2=O	-11	-1.1	-2	-15	7	-1.0	-2.0	-21	-4
CCOCCCNC(=O)CN(c1cc([N+](=O)[O-])ccc1OC)S(C)(=O)=O	19	x	4	-8	-4	0.2	-0.3	-9	12
CCOC(=O)C1C(=O)OC(C)(C)C1C(CC)C(=O)c1ccccc1 (stereo unspecified)	-1	x	-1	-4	-4	0.2	-2.9	5	-3
Cn1c(SCC(=O)NC2(C#N)CCCCC2)nnc1-c1cccnc1	-1	-0.8	1	-6	2	3.0	0.4	5	3
CCOC(=O)c1cc2c(nc1NC(=S)Nc1ccccc1)CC(C)(CC)OC2 (stereo unspecified)	1	x	3	-2	8	0.0	-1.7	-7	11
CCn1nnc2cc(C(=O)OCC(=O)N(C)Cc3cccc(F)c3)ccc21	-8	6.2	2	-2	-8	-0.4	-4.5	-5	-2
COc1ccc(N2CCN(CCCNC(=S)Nc3c(C)cccc3C)CC2)cc1	-1	-0.9	1	-9	-12	1.2	-1.9	15	-4
O=C(CSc1nccn1Cc1ccccc1)NCc1ccccc1	-6	1.0	0	-3	-3	0.2	-0.8	6	3
Nc1ncnc2c1ncn2[C@@H]1O[C@H](C(=O)N2CCN(c3nc4ccccc4o3)CC2)[C@@H](O)[C@H]1O	x	-1.1	0	-6	2	x	0.0	x	x
NS(=O)(=O)c1ccc(CCNC/C=C/c2ccccc2)cc1	1	-2.6	0	u	-11	3.7	-0.8	8	-1
Fc1ccc2c(c1)nnn2C1CCN(Cc2ccccc2)CC1	-6	-0.9	3	0	-2	2.5	-2.2	-5	0
Cc1ccc(-n2nc(C(=O)c3ccccc3)n3c(=O)c(Cc4ccccc4)nnc23)cc1	-21	0.3	0	-2	-5	-0.1	-0.8	-1	9
Cn1ncc2cc(NC(N)=S)ccc21	3	-0.7	2	-6	2	-0.2	-0.7	-15	-4
CCOC(=O)c1c(/N=C/C2=C(O)CCCC2=O)sc2c1CCCC2	-4	-0.6	-1	-9	-4	0.6	-4.1	2	10
NC(=O)N=Nc1c(O)[nH]c2ccc([N+](=O)[O-])cc12	-4	-0.7	-3	-1	-15	4.2	0.5	12	31*
COc1ccc(CCc2nc(-c3ccc(-n4cccc4)cc3)no2)cc1	1	-0.9	0	-1	2	-1.5	-3.5	1	-10
CCOC(=O)c1ccc(NC(=S)N2CCN(S(C)(=O)=O)CC2)cc1	2	-2.4	2	-1	3	-1.2	-2.4	1	3
Cc1onc(-c2ccccc2)c1-c1nnc(COC(=O)c2ccc(F)cc2)o1	x	-0.9	0	-12	6	x	-5.6	-1	-4
COc1ccccc1N1CCN(S(=O)(=O)c2ccc(NC(C)=O)cc2)CC1	4	1.3	1	-2	-1	-0.5	0.0	4	7
O=C(COc1ccc(Cl)cc1)NC1=NN(c2ccccc2)C(=O)C1	2	x	-1	-16	-3	-1.8	1.1	8	8
Cc1c(-c2cccc(Cl)c2)nc2ccccc2c1C(=O)N1CCC2(CC1)OCCO2	-2	-2.1	0	-2	6	0.9	-1.5	-2	5
Cc1ccc(S(=O)(=O)N2CCC(C(=O)N3CCC4(CC3)OCCO4)CC2)cc1	4	0.5	1	9	0	0.8	-0.8	2	11
CC1CCCN(C(=O)CSc2nnc3n(C4CCCC4)c(=O)c4ccccc4n23)C1 (stereo unspecified)	-2	-0.2	-4	2	6	1.2	-3.4	2	-2
CCOC(=O)c1c(C)nsc1NC(=O)C1CCCCC1	2	-8.4	2	5	2	-3.0	0.1	1	11
